IMP-1 inh: IMP-1 metallo-beta-lactamase inhibitors, primary screen, biochemical, epi-absorbance readout, Pseudomonas aeruginosa enzyme; 290,000 tested, 0.45% active; AID 1556, 2009; inhibition, % at 5.6 µM; metallo-beta-lactamase IMP-1 (Pseudomonas aeruginosa); purified IMP-1, nitrocefin hydrolysis, epi-absorbance fluorescence;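 active = inhibition above the mean plus 3 SD of all compounds in the same screening run, cut at about 4.5% in these data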;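 note: 0% = IMP-1 with DMSO and 100% = DMSO wells lacking enzyme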
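system = purified recombinant IMP-1 beta-lactamase | amount = 0.2 nM IMP-1, as dispensed | medium = HEPES buffer pH 7.1 with ZnSO4 and Brij 35 | times = 25 °C, 15 min preincubation, 25 min reaction | detection = plate fluorescence quenching by hydrolysis product, ex 480/em 530 nm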
FID counter: compounds displacing fluorescent DNA intercalator, primary screen, artefact control for HCV NS3 helicase inhibitor project, biochemical, FID fluorescence | DNA fluorescent intercalator displacement | AID 1845, 2009 | 290,000 tested, 0.17% active | inhibition, % at 7.9 µM; in the data active = inhibition above about 37%;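 note: 0% = vehicle and 100% = reference compound; higher means more ethidium bromide displaced from hairpin DNA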
VIM-2 inhibitor: VIM-2 metallo-beta-lactamase inhibitors, primary screen, biochemical, epi-absorbance readout, Pseudomonas aeruginosa enzyme | 290,000 tested, 0.89% active | purified VIM-2, nitrocefin hydrolysis, epi-absorbance fluorescence | inhibition, % at 5.6 µM;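 active = inhibition above the mean of all tested compounds plus 3 SD, cutoff set per screening run, cut at about 7.5% in these data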;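 note: red hydrolysis product quenches plate fluorescence so inhibitors raise well fluorescence; 0% = enzyme with DMSO and 100% = DMSO without enzyme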
MEKK3 PB1 HTS: modulators of MEKK3-MEK5 PB1 binding, primary screen, biochemical, wildtype MEKK3, multiplex bead flow cytometry, Alexa488-MEK5 | Mitogen-activated protein kinase kinase kinase 3 (Homo sapiens), Q99759 | bead-based flow cytometry, Alexa488-MEK5 binding to MEKK3; actives lie on both sides; 0 = blocked by unlabeled MEK5, 100 = vehicle | binding response (% of control), % at 10 µM | 290,000 tested, 1.4% active;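 active = binding response more than 3 SD above or below the average of its plate-row segment, actives on both sides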;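 note: Alexa488 bead fluorescence after subtracting the streptavidin-only scavenger bead signal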
Target sequence (Q99759 whole entry, looked up): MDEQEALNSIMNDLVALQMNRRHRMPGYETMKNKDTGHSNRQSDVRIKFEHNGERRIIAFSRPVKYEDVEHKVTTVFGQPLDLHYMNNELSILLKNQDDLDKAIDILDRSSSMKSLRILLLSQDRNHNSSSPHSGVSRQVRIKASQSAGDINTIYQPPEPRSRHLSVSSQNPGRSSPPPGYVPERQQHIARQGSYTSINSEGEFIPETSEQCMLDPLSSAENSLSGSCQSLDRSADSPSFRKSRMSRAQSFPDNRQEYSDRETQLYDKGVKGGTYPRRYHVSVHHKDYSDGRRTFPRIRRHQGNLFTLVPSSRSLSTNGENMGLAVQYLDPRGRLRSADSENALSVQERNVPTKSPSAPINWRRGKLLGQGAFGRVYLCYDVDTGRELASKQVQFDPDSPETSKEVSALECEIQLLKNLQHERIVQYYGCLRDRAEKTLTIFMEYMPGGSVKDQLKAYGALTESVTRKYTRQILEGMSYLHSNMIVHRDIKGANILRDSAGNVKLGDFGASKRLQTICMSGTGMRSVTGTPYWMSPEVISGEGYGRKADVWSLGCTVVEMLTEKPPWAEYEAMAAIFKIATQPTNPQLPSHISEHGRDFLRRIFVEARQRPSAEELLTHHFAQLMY
UBC9 SUMO inh: inhibitors of in vitro SUMOylation cascade, primary screen, biochemical, HTRF, uHTS. SUMO-conjugating enzyme UBC9 (Homo sapiens), P63279. HTRF SUMOylation assay, SAE1/SAE2 + UBC9. inhibition, % at 35 µM. 290,000 tested, 0.36% active. AID 2006, 2009; in the data active = inhibition above about 50%, passing the limit was not always enough; note: strong numbers were not always called active
Target sequence (P63279 whole entry, looked up): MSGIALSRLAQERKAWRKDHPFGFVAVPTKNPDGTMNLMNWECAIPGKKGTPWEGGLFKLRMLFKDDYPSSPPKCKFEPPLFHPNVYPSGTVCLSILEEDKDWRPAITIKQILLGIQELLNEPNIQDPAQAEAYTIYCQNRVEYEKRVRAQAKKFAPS
PHOSPHO1 block: PubChem AID 1565; Phosphoethanolamine/phosphocholine phosphatase (Homo sapiens), Q8TCT1; recombinant PHOSPHO1, absorbance phosphatase assay; inhibition, % at 13.3 µM; 290,000 tested, 1.1% active; in the data active = inhibition above about 60%
Target sequence (Q8TCT1 whole entry, looked up): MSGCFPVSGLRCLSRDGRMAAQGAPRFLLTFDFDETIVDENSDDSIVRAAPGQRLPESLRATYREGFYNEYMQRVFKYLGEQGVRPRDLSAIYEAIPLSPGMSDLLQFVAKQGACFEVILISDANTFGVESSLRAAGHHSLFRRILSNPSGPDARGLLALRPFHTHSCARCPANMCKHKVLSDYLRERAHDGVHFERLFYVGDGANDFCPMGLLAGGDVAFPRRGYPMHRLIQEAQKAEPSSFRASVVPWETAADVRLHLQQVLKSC
pCIP destab: p/CIP-EGFP fusion destabilizers, primary screen, fluorescence, F442A cells | Q05BA5 | 16 h | decrease of EGFP signal, % at 10 µM | 290,000 tested, 0.01% active;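 active = EGFP signal decrease of at least 30% at 10 µM or well 3 SD below plate mean, unless failing retest; inactive = the rest, including hits failing retest or dose response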; note: some compounds called inactive have numbers as strong as hits; many of its hits are not listed in these tables
HCV NS3 hel inh: inhibitors of HCV NS3 helicase, primary screen, biochemical, Cy5 molecular beacon fluorescence | NS3 helicase DNA unwinding | 290,000 tested, 0.56% active | inhibition, % at 10.9 µM;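 active = inhibition above the mean of all tested compounds plus 3 SD, set per campaign, cut at about 35% in these data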;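 note: 0% = DMSO wells and 100% = thioflavine S control wells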
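Material: hepatitis C virus NS3 helicase domain fragment enzyme; measured by: Cy5 fluorescence, 0 and 60 min reads; control set: DMSO and thioflavine S; incubation: 60 min unwinding reaction at 25 °C after ATP addition; read-out basis: % inhibition from 60/0 min fluorescence ratio, DMSO 0%, thioflavine S 100%; repeats: singlicate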
IDE cell activ: human IDE activators in live cells, primary screen, fluorescence polarization, HEK cells, FAbeta-B substrate; Insulin-degrading enzyme (Homo sapiens), P14735; activation, % at 5.96 µM; 340,000 tested, 0.073% active; AID 493087, 2011; FAbeta-B cleavage; 0% vehicle, 100% cell-free pure enzyme wells;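 active = activation above the mean of all tested compounds plus 3 SD, set per screening campaign, cut at about 17% in these data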
Starred values were filed as active, the others as inactive; . = no result given; [ ] = dose if it differs, or a comment. These rows are one share of the data. The share of hits here may be higher or lower than overall.

SMILES	IMP-1 inh	FID counter	VIM-2 inhibitor	MEKK3 PB1 HTS	UBC9 SUMO inh	PHOSPHO1 block	pCIP destab	HCV NS3 hel inh	IDE cell activ
CCC1(C)Cc2c(sc3nc(SCC(=O)O)[nH]c(=O)c23)CO1 (stereo not given)	-1.0	-7.3	-4.0	73.0	-4.1	27.7	-9.9	-6.8	5.1
COC(=O)C1=C(Nc2ccc(C)cc2)C=C(C)C(C(=O)OC)C1c1ccc(F)cc1 (stereo not given)	-4.9	-7.2	-1.4	99.0	7.7	9.2	-12.6	7.3	1.6
COc1ccc(C(=O)NC(=S)Nc2ccc(S(=O)(=O)Nc3cc(C)on3)cc2)cc1OC	-1.3	-44.0	-3.5	101.0	9.9	19.7	0.5	12.0	4.2
Cn1cccc1C(=O)NC(=O)COC(=O)CNS(=O)(=O)c1ccc(Br)cc1	1.4	-5.4	-2.8	101.0	8.7	6.4	-2.3	-4.2	5.2
CCOc1cc(S(=O)(=O)NC2CCCCC2)ccc1F	-0.5	-8.0	0.0	100.0	11.2	-7.4	-10.5	16.8	2.2
O=C(NCCCN1CCOCC1)c1ccc(NC(=O)C2COc3ccccc3O2)cc1 (stereo not given)	-2.0	9.8	-2.6	97.0	7.7	26.2	-12.5	-11.4	-6.2
CCn1c(SCC(=O)NC2CCS(=O)(=O)C2)nnc1-c1ccccc1 (stereo not given)	-2.5	1.1	-3.2	103.0	1.6	8.4	5.1	2.2	-0.7
CC(=O)C1=C(c2ccccc2)NC(=O)NC1c1cccs1 (stereo not given)	3.1	-3.3	-1.5	99.0	-12.9	41.1	3.6	3.6	0.7
CSc1ncccc1C(=O)N1CCCC(C(=O)c2ccc3ccccc3c2)C1 (stereo not given)	-2.0	-3.2	-1.9	102.0	17.5	31.1	-4.8	14.2	-8.1
O=C(/C=C/c1ccccc1)c1ccc2c(c1)OCO2	-2.8	-4.0	-4.0	90.0	-0.6	15.9	-2.1	-10.7	3.3
CCC(C)(C)NC(=O)C1CCN(c2nc(C)cc(C)n2)CC1	-3.2	-8.8	-1.3	101.0	16.9	18.1	-12.5	0.8	4.8
COc1ccc(CNC(=O)C2CCCN(S(=O)(=O)c3ccc4c(c3)C(C)(C)C(=O)N4C)C2)cc1 (stereo not given)	1.7	-49.1	-0.8	2.0*[inhibitor]	5.8	15.1	3.6	-0.8	5.2
CN(C(=O)c1ccc2c(c1)SC1=NS(=O)(=O)CCN12)C(c1ccccc1)c1ccccc1	-3.7	-35.7	-0.2	102.0	-19.3	-21.2	-19.9	-2.3	3.4
COC(=O)c1ccc(/C=C/C(=O)c2cccc(OC)c2)cc1	-0.2	-11.7	0.3	108.0	-11.1	-15.9	-5.6	-9.4	-3.5
Cc1cc(C)cc(NC(=O)CCCN2C(=O)C(c3ccccc3)Oc3cccnc32)c1 (stereo not given)	-1.2	-40.5	-0.6	100.0	.	35.5	5.1	-3.7	2.5
COc1ccccc1OCCn1cc(C(=O)C(C)C)c2ccccc21	-3.8	-29.0	-2.0	102.0	4.5	13.9	-9.8	5.3	0.1
Cc1nn(-c2nc(-c3ccco3)cc(C(F)(F)F)n2)c(C)c1Br	-0.6	-2.5	0.6	98.0	8.0	15.0	0.5	-5.9	2.4
CC1(C)OC2C(CO)OC(n3cnc4c(=S)nc[nH]c43)C2O1 (stereo not given)	-4.9	-7.0	-3.6	97.0	-1.7	11.5	-0.6	-0.9	-5.2
On1c(-c2ccc(Cl)cc2)nc2ccccc21	-2.4	-11.4	-1.9	116.0	-1.4	48.9	3.1	4.1	.
C/C(=N\NC(=S)Nc1ccc(C(C)C)cc1)c1ccc2c(c1)OCO2	-2.3	-7.0	-2.1	99.0	-3.9	-30.8	-10.4	-1.7	5.2
CCNS(=O)(=O)c1ccc(CCC(=O)NC2CCCC2)cc1	-4.2	-2.6	-0.2	95.0	-1.6	-9.0	6.5	7.9	-7.1
Nc1ccc2c(c1)OCCOCCOCCOCCOCCO2	-4.1	-12.9	-2.7	94.0	29.1	-4.9	13.8	-9.1	4.3
CCOC(=O)Cn1ccc(-c2ccccc2)c(C#N)c1=O	-4.1	1.1	-1.9	94.0	22.0	37.0	-9.3	7.5	7.5
CC(=O)Nc1ccc(S(=O)(=O)N2CCN(CC(=O)N3CCOCC3)CC2)cc1	1.1	-2.1	0.1	91.0	-6.5	11.7	6.3	30.1	.
C=Cc1ccc(Cn2nc(-c3ccccc3)ccc2=O)cc1	-1.8	-24.8	0.1	100.0	-3.3	21.6	-1.3	-2.6	-0.4

Part of the list above, with values under each structure:
Each structure is followed by: IMP-1 inh, FID counter, VIM-2 inhibitor, MEKK3 PB1 HTS, UBC9 SUMO inh, PHOSPHO1 block, pCIP destab, HCV NS3 hel inh, IDE cell activ
- CCOC(=O)Cn1ccc(-c2ccccc2)c(C#N)c1=O
 : -4.1, 1.1, -1.9, 94.0, 22.0, 37.0, -9.3, 7.5, 7.5
- CC(=O)Nc1ccc(S(=O)(=O)N2CCN(CC(=O)N3CCOCC3)CC2)cc1
 : 1.1, -2.1, 0.1, 91.0, -6.5, 11.7, 6.3, 30.1, .

(list continues)
SMILES	IMP-1 inh	FID counter	VIM-2 inhibitor	MEKK3 PB1 HTS	UBC9 SUMO inh	PHOSPHO1 block	pCIP destab	HCV NS3 hel inh	IDE cell activ
O=C1CCc2cc(S(=O)(=O)NCCC(=O)N3CCN(c4cccc(Cl)c4)CC3)ccc2N1	-2.5	-17.3	-3.9	100.0	12.3	-0.8	-8.4	-3.0	7.6
CN(Cc1ccccc1)C(=O)c1[nH]cnc1C(=O)N[C@@H](CCCCNC(=O)OC(C)(C)C)C(=O)OC(C)(C)C	-2.5	-58.9	-3.7	93.0	-22.8	13.5	-27.4	-12.0	1.0
CCCCC(=O)Nc1cccc(C(=O)N/N=C/c2ccc(OC)cc2OC)c1	-2.5	-30.1	-3.1	94.0	18.7	-9.0	4.3	19.9	5.2
Cc1cc(NC(=O)c2ccc3c(c2)C(=O)N(C(C)(C)C)C3=O)no1	-0.1	4.2	0.5	97.0	6.4	2.4	17.9	-3.6	0.2
Cc1ccc(SCC(=O)Nc2cc(C)on2)cc1	-4.0	-3.0	-4.2	96.0	13.3	-2.0	-1.0	-2.7	4.1
Cc1cccc(OCc2nc(C#N)c(NCCN(C)C)o2)c1	-3.0	3.2	-4.7	.	-4.0	38.3	-2.5	-6.9	4.2
Nc1cc(-c2nn[nH]n2)ccc1F	-0.4	-3.1	-1.1	100.0	33.8	23.8	-6.7	11.4	1.9
CC1=Nc2cc(C(=O)NCC3CCCO3)ccc2Sc2ccc(C)cc21 (stereo not given)	-1.7	-46.2	-1.9	101.0	11.1	15.4	-8.4	-7.9	-3.1
Cc1cccc(C(=O)NCc2nnc(SCC(=O)NC3=NCCS3)n2C)c1	-2.9	-24.1	-3.4	102.0	4.3	11.0	-15.0	0.8	-0.4
COc1cccc(C2/C(=C(/O)c3ccc4c(c3)CC(C)O4)C(=O)C(=O)N2c2nnc(C)s2)c1 (stereo not given)	-0.9	-38.6	-1.6	101.0	13.8	43.5	-2.8	-2.7	0.3
FC(F)(F)COc1nc(OCC(F)(F)F)nc(N2CCN(c3ccccc3)CC2)n1	-1.9	-13.8	-5.9	100.0	19.0	-4.2	-12.9	3.5	3.0
CCOc1cc2c(cc1OCC)C(c1ccccc1OC)OC(=O)C2 (stereo not given)	-2.2	-21.2	-1.5	92.0	-10.3	0.6	-1.3	2.9	3.4
S=c1[nH]c(-c2ccc(Cl)cc2)cs1	-2.3	-12.8	-4.3	94.0	7.9	36.5	5.8	11.6	-31.0
CC1=C(C#N)C(=O)NC(C)(C)C1	2.1	3.8	1.6	97.0	6.3	32.8	6.3	8.3	0.2
CCOC(=O)C1=C(C)OC(N)=C(C#N)C1c1cccc(C)c1 (stereo not given)	-3.4	-6.1	-2.4	103.0	21.8	49.0	-12.0	7.2	1.5
COc1ccc(C(=O)C2CCCN(Cc3ccc(Sc4nncn4C)o3)C2)cc1F (stereo not given)	-2.5	-6.0	-1.4	94.0	7.1	32.3	-16.3	-3.5	.
COc1ccc(-c2cc(C(=O)NCc3ccco3)no2)cc1OC	1.0	-12.6	-1.5	97.0	-8.6	1.0	1.6	1.5	5.3
COc1ccccc1NC(=O)CC1C(=O)NCCN1C(=O)Nc1ccccc1 (stereo not given)	0.6	-13.4	-2.2	109.0	7.5	-9.1	3.6	8.1	-2.7
Cc1ccc(S(=O)(=O)NC(CC(=O)O)c2cccs2)cc1 (stereo not given)	-4.0	-27.8	-1.7	102.0	1.6	18.4	-2.7	4.8	6.0
CCn1c(-c2cc(C3CC3)nc3ccccc23)n[nH]c1=S	-1.6	-14.3	-1.2	110.0	-1.8	-2.7	12.5	6.0	-5.6
Fc1ccc(NC(=S)N2N=CCC2c2ccccc2)cc1 (stereo not given)	-5.6	-3.7	-2.6	100.0	12.2	-10.9	1.8	3.5	-4.4
Cc1ccc(/C=C/C(=O)Nc2ccc(N(C)C)cc2)o1	-4.8	13.9	-3.6	91.0	-19.0	-2.0	-5.5	1.0	-0.1
Cc1cc(S(=O)(=O)N2CCCOC2CNC(=O)C(=O)NCCc2ccco2)ccc1F (stereo not given)	-2.9	-36.0	-0.4	102.0	-4.6	-39.7	4.8	6.1	4.4
CCCOc1ccc(OCCn2nc(C(=O)O)c3ccccc3c2=O)cc1	-2.6	-8.3	-1.1	113.0	2.8	-44.8	-7.4	-4.7	7.2
COc1ccc(-c2nc(CS(=O)CC(=O)N3CCN(C)CC3)c(C)o2)cc1 (stereo not given)	-1.1	-0.8	0.4	98.0	18.3	12.7	1.0	9.1	0.8
CC(C)CN(CC(C)C)C(=S)Nc1ccc(Cl)cc1	-1.6	-3.7	-1.7	93.0	0.8	17.9	2.1	-2.0	7.6
COC(=O)CCCC(=O)N1CCOCCN(C(=O)CCCC(=O)OC)CCOCC1	-2.4	-5.2	-1.3	109.0	-18.0	20.9	0.9	-0.9	2.4
COc1cc(OC)c(OC)cc1/C=C1/C(=O)N=C(N)N1C	-0.6	3.4	-1.5	85.0	9.4	21.4	-29.3	-1.6	-3.6
Cc1ccc(C)c(NC(=O)CSc2nnc(-c3ccncc3)n2N)c1	-1.8	-1.5	-1.3	97.0	20.9	2.6	1.9	0.7	-1.4
O=C(Nc1cccc(S(=O)(=O)NC2=NCCC2)c1)c1cc(-c2ccco2)nc2ccccc12	-1.1	-23.2	-1.4	103.0	85.6*	40.9	-7.4	44.8*	-0.6

3 compounds out of the list above, ordered by the number in pCIP destab, highest first.
SMILES	pCIP destab
CCCCC(=O)Nc1cccc(C(=O)N/N=C/c2ccc(OC)cc2OC)c1	4.3
CCOc1cc(S(=O)(=O)NC2CCCCC2)ccc1F	-10.5
CCOC(=O)C1=C(C)OC(N)=C(C#N)C1c1cccc(C)c1 (stereo not given)	-12.0
